Bioassay records from PubChem.
PI4K2A inh = qHTS for small molecular inhibitors of PI4K2A; purified PI4K2A, ADP-Glo luminescence, 1 h; stronger effect = lower value; activity change, negative = inhibition, % at 76.9 µM; 0.13% of 420,000 active; AID 1346378, 2018; in the data active = activity change below about -50%; inconclusive = mostly about -30% to -49%;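 also: -100% = wells without enzyme as full effect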
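PI4K2A activity was measured by ADP-Glo luminescence: enzyme (4 ug/mL stock) and phosphatidylinositol (1.2 mM stock) in Tris pH 7.5/MgCl2/EGTA/Triton X-100 buffer were reacted with ATP (300 microM stock) for one hour at ambient temperature.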
Pin1 inhibitor = qHTS Assay to Find Inhibitors of Pin1. 0.009% of 390,000 active. Pin1 FP peptide displacement, HiFluor488, 10 min. AID 504891, 2011. Peptidyl-prolyl cis-trans isomerase NIMA-interacting 1 (Homo sapiens), Q13526. Potency, µM (highest dose often 115 µM), inactives show top-dose activity, negative = inhibition, actives largely listed as inhibitors; active = well fitted inhibition curve with a large enough effect in the polarisation, with a control signal flat, not every such curve was filed as active; inconclusive = small, poorly fitted or top-dose-only effect, or effect the other way, or a change in a side signal; inactive = no such curve, though single readings can be large or run the other way; the % refers to the polarisation; also: potency is read from the fitted curve at half-maximal effect; % is scaled to controls: 0 for no effect and ±100 for the full control effect
Target sequence (Q13526 whole entry, looked up): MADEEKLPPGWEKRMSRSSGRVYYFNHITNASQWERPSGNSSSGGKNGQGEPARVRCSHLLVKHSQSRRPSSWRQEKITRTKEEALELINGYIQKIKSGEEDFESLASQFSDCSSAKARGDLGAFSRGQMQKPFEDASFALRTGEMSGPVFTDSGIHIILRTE
Tb PGK inh = qHTS Assay to Find Inhibitors of Phosphoglycerate Kinase; Phosphoglycerate kinase, glycosomal (Trypanosoma brucei brucei), P07378; PGK/GAPDH coupled, Kinase-Glo luminescence, 60 min; Potency, µM (top dose mostly 57.5 µM), for the others: at the highest dose activity change, negative = inhibition, hits mostly inhibitors; 0.043% of 380,000 active; AID 602233, 2012; also: potency is read from the fitted curve at half-maximal effect; % is scaled to controls: 0 for no effect and ±100 for the full control effect; nearly all actives have a fitted effect of over 60% in size
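Recombinant glycosomal PGK reaction used 1,3-bisphosphoglycerate generated in-well by GAPDH (100nM final) in 100mM TEA pH 7.6, 5mM MgCl2, 0.01% Tween-20. After 60 minutes at room temperature, ATP was read by Kinase-Glo Plus luminescence end-point.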
G9a inh = qHTS Assay for Inhibitors of Histone Lysine Methyltransferase G9a; Histone-lysine N-methyltransferase EHMT2 (Homo sapiens), Q96KQ7; G9a H3K9 monomethylation, AlphaScreen, 2 h; Potency, µM (doses to about 102 µM), for inactives: top-dose activity, negative = inhibition, most hits filed as inhibitors; 8.8% of 350,000 active; also: potency is read from the fitted curve at half-maximal effect; % is scaled to controls: 0 for no effect and ±100 for the full control effect; nearly all actives have a fitted effect of over 75% in size
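Using a bead-based AlphaScreen, monomethylated H3K9 product from 2 h room-temperature reactions (G9a 20 nM, peptide 500 nM, SAM 20 uM) was detected with 0.5 ug/mL rabbit anti-H3K9me1 antibody.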
GLS inh = qHTS for Inhibitors of Glutaminase (GLS); 0.21% of 410,000 active; Glutaminase kidney isoform, mitochondrial (Homo sapiens), O94925; GLS enzymatic activity, qHTS titration; AID 624170, 2012; Potency, µM (highest dose often 45.5 µM), for the others: at the highest dose activity change, negative = inhibition, most hits filed as inhibitors; also: potency is read from the fitted curve at half-maximal effect; % is scaled to controls: 0 for no effect and ±100 for the full control effect
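hKGA in 45 mM KH2PO4 (pH 8.2), 0.02% Tween-20 with compound, then 1mM L-Glutamine (stock as added) plus glutamate oxidase/HRP/Amplex red coupling mix. Fluorescence read initially and after 30 min at RT; signal change reflects glutamate formation.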
HP1b binding inh = HTS for Inhibitors of HP1-beta Chromodomain Interactions with Methylated Histone Tails; 0.56% of 390,000 active; Chromobox protein homolog 1 (Homo sapiens), P83916; Potency, µM (top dose mostly 114 µM), without a hit: top-dose activity change, negative = inhibition, most hits filed as inhibitors; AlphaScreen HP1-beta / biotin-H3K9me3 peptide binding; AID 540317, 2011; also: potency is read from the fitted curve at half-maximal effect; nearly all actives have a fitted effect of over 70% in size; inactives centre near 23
Target sequence (P83916 whole entry, looked up): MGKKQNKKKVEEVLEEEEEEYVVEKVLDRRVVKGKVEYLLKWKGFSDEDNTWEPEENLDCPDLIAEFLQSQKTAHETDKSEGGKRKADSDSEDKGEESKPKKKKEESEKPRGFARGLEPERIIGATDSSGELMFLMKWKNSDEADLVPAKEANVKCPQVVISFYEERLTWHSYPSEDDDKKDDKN
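Compound inhibition of the preformed complex between 50 nM HP1-beta and 50 nM biotinylated H3K9me3 peptide was read by AlphaScreen. Buffer was PBS pH 7.4 with 0.01% Tween-20. Incubations ran 30 min at room temperature, with 10 ug/mL donor/acceptor beads.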
BAZ2B inh = qHTS Assay for Inhibitors of BAZ2B; 4.4% of 360,000 active; AlphaScreen BAZ2B-H3K14Ac peptide displacement; Potency, µM (titrated, usually from 114 µM), without a hit: top-dose activity change, negative = inhibition, most hits filed as inhibitors; also: potency is read from the fitted curve at half-maximal effect; % is scaled to controls: 0 for no effect and ±100 for the full control effect; nearly all actives have a fitted effect of over 60% in size
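AlphaScreen displacement of biotin-H3(5-23)K14Ac peptide (50 nM final) from BAZ2B (50 nM final) in PBS pH 7.4, 0.01% Tween-20; complex preformed 30 min RT, then compounds (top 110 uM) 30 min RT, beads 20 min dark.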
POLH inh = qHTS for Inhibitors of Polymerase Eta. recombinant Pol eta, fluorescent DNA replication assay. AID 588591, 2011. Potency, µM (doses to about 114 µM), inactives show at the highest dose activity change, negative = inhibition, usual class: inhibitors. 1.2% of 390,000 active; also: potency is read from the fitted curve at half-maximal effect; % is scaled to controls: 0 for no effect and ±100 for the full control effect
Target sequence (Q9Y253 whole entry, looked up): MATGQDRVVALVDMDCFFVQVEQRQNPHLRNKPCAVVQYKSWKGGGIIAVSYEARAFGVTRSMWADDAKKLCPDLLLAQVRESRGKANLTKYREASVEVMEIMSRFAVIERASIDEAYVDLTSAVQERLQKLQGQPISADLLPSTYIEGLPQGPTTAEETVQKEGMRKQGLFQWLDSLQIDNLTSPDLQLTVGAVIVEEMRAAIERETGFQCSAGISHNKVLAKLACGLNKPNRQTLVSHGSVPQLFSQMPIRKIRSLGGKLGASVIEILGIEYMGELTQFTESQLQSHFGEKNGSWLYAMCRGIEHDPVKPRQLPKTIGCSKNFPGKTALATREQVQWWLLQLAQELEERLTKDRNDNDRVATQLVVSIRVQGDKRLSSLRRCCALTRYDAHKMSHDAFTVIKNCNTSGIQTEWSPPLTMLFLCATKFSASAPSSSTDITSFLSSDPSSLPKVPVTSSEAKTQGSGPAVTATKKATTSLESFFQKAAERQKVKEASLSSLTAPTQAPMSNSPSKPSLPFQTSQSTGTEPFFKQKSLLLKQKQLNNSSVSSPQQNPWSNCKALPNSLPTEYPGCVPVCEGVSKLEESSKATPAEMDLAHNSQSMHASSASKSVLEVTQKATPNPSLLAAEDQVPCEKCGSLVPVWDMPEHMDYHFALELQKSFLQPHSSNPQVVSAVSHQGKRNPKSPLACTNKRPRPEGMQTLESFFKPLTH
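Fluorescent replication assay: 50 nM final substrate added after a 15 min room-temperature compound preincubation with 10 nM enzyme. Signal taken at 0 min and again at 10 min.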
JMJD2A Tudor inh = qHTS Assay for Inhibitors of JMJD2A-Tudor Domain | 4.4% of 390,000 active | Potency, µM (titrated, usually from 114 µM), for the others: at the highest dose activity change, negative = inhibition, most hits filed as inhibitors | AlphaScreen JMJD2A-Tudor / H3K4me3 peptide binding; also: potency is read from the fitted curve at half-maximal effect; % is scaled to controls: 0 for no effect and ±100 for the full control effect; nearly all actives have a fitted effect of over 50% in size
* = called active by the depositor; i = inactive; ? = inconclusive; nt = not tested or not shown; [ ] = another dose, or the depositor's remark. Unless noted, calls follow the shape of the dose curve; as a rule, active = well fitted curve in the direction sought with a large enough effect; inconclusive = small, poorly fitted or top-dose-only effect, or another doubt; inactive = no such curve, though single readings can be large; an effect the other way counts as inactive or inconclusive.

SMILES	PI4K2A inh	Pin1 inhibitor	Tb PGK inh	G9a inh	GLS inh	HP1b binding inh	BAZ2B inh	POLH inh	JMJD2A Tudor inh
COc1ccc(-c2cc(C(=O)N3CCN(C(=O)c4ccco4)CC3)[nH]n2)cc1	-9	7%	-1%	nt	-4%	11%[57 µM]	-9%	-1%	-15%
Cc1cc(F)c(F)cc1C(=O)N1CCCC1	0	-5%	-8%	nt	-1%	10%	-18%	-26%	-17%
COC(=O)COc1cccc(NC(=O)c2cccc(C)c2)c1	0	6%	8%	nt	-3%	37%	4%	-25%	-1%
O=C(c1ccc(OC2CCN(CCc3ccccc3)CC2)cc1)N1CCCC(CCCO)C1 (stereo not given)	-2	-15%	-7%	-9%	9%	14%	-1%	-9%	-6%
CS(=O)(=O)N(CC(=O)N1CCc2ccccc2C1)c1cccc([N+](=O)[O-])c1	5	1%	-2%	-19%	-2%	13%	-1%	8%	-17%
Cc1cc(C)c(C)c(S(=O)(=O)N2CCN(Cc3nc4ccccc4[nH]3)CC2)c1C	4	-2%	-6%	-5%[12.7 µM]	-17%	31%	14%	-17%	-27%
Cc1ccc(CNc2ccc(-c3nc(-c4cccnc4)no3)cc2[N+](=O)[O-])cc1	-1	2%	-6%	?	-10%	11%	2%	-9%	-23%
Cc1cc(C)c(S(=O)(=O)N2CCN(c3ccccc3)CC2)c(C)c1	-2	68%[activator]	-10%	17%[59 µM]	1%	62%[activator]	3%	-9%	15%
Cc1cccc(-n2ncc3c(N)ncnc32)c1	6	1%	-4%	6%	1%	23%	9%	8%	-8%
O=C(CSc1nc2c([nH]c3ccccc32)c(=O)n1-c1cccc(C(F)(F)F)c1)N1CCCC1	-6	-2%	2%	10%[59 µM]	2%	17%[57 µM]	-1%	-13%	-5%

Individual results from above:
O=C(c1ccc(OC2CCN(CCc3ccccc3)CC2)cc1)N1CCCC(CCCO)C1 (stereo not given) – BAZ2B inh = -1%
COC(=O)COc1cccc(NC(=O)c2cccc(C)c2)c1 – Pin1 inhibitor = 6%

Additional structures.
SMILES	PI4K2A inh	Pin1 inhibitor	Tb PGK inh	G9a inh	GLS inh	HP1b binding inh	BAZ2B inh	POLH inh	JMJD2A Tudor inh
Cc1cc(C)c2nc(/N=C(\N)NC(=O)c3ccccc3)nc(C)c2c1	0	0%	7%	26%[12.7 µM]	12%	31%	-3%	-10%	6%
C=CCNc1nc(C(=O)OCC(=O)N(Cc2ccccc2)C(C)C)cs1	-1	2%	-9%	6%[0.501 µM]	6%	18%	-19%	-19%	-18%
CC1(C)CC(=O)C/C(=N/NC(=O)C2CCN(S(=O)(=O)c3cccs3)CC2)C1	1	-2%	-6%	0%[59 µM]	25%	31%	12%	2%	4%
O=C(/C=C/c1ccccc1Cl)NNC(=O)c1ccncc1	0	1%	-9%	43%[12.7 µM]	20%	24%	2%	4%	-17%
Cc1cc2[nH]c(=O)c(=O)[nH]c2cc1S(=O)(=O)Nc1ccc(OC(F)(F)F)cc1	-1	23%	-1%	-3%[59 µM]	4%	0%	-1%	-22%	-10%
CCc1nn2c(=O)c(S(=O)(=O)Nc3ccccc3)c(C)nc2s1	31	-4%	-10%	-10%	-6%	16%	-2%	-4%	-3%
Cc1c(NC(=O)C(C)(C)Oc2ccc(Cl)cc2)cccc1-c1nc2ccccc2o1	2	14%	-2%	22%[59 µM]	0%	44%[activator]	8%	-18%	9%
COC(CN(C)C(=O)C1CCC(CNS(=O)(=O)c2ccccc2)CC1)OC (stereo not given)	1	2%	-7%	-2%	-6%	26%	4%	-18%	-9%
O=C(Cc1ccc(-c2ccccc2)cc1)NCc1ccccc1	1	16%	-9%	-11%[59 µM]	1%	33%	-30%	-9%	-17%
Cc1ccc(Cl)cc1N1CCN(C(=O)c2nn(C)c3c2CS(=O)(=O)c2ccccc2-3)CC1	-1	4%	-8%	-27%[59 µM]	-2%	27%	-4%	-25%	-11%
CC(=O)N[C@H]1[C@H]([C@H](O)[C@H](O)CO)OC(C(=O)O)=C[C@@H]1O	4	-4%	-2%	nt	6%	22%	nt	5%	-18%
O=C(Nc1ccc([N+](=O)[O-])cc1)Nc1ccon1	-5	-4%	-8%	nt	2%	28%	?	8%	-12%
CCOc1ccc(N2C(=O)Nc3ccccc3C2(O)C(=O)NCc2ccco2)cc1 (stereo not given)	0	-1%	-5%	-6%	-1%	11%	-2%	-16%	-1%
COc1ccccc1C(=O)NCCC(=O)N1CCN(c2ccccc2Cl)CC1	3	-3%	-1%	4%	5%	30%	-10%	-2%	?
Cc1nnc2ccc(-c3cccc(NC(=O)Cc4cccs4)c3)nn12	-12	?	i	0%	0%	13%	nt	?	-20%
C/C(=N\NC(=O)c1cccc(S(=O)(=O)N2CCOCC2)c1)c1ccc(C)cc1	1	1%	3%	20%[59 µM]	6%	39%	6%	-14%	-8%
O=C1c2ccccc2C(=O)N1CCCP(=O)(O)CCc1ccccc1	4	5%	-3%	3%[12.7 µM]	14%	20%	2%	-6%	-18%
O=C(Nc1ccncc1)C1(c2ccccc2)CCCC1	-1	-7%	nt	-48%	2%	42%[activator]	3%	-1%	-16%
COc1cc(OC)cc(C(C(=O)NC2CCCCC2)N(C(=O)c2ccno2)c2ccccc2)c1 (stereo not given)	5	-5%	-3%	13%[59 µM]	16%	34%	27%	?	-12%
Cc1ccc(C)c(N2CCN(C(=O)CN(C)S(=O)(=O)c3ccc4c(c3)CCC(=O)N4)CC2)c1	1	0%	i	-19%	-1%	18%	1%	-10%	-19%
Cc1cc(/C=C2/NC(=O)NC2=O)c(C)n1-c1ccc(N2CCOCC2)cc1	2	-1%	1%	45µM*	-7%	?	?	-2%	?
COc1cc(C=O)ccc1OCCCOc1ccccc1[N+](=O)[O-]	-5	0%	9%	16%[59 µM]	-1%	21%	-9%	-18%	-5%
Cc1ccc(NC2CCCN(C(=O)c3ccc4nccnc4c3)C2)cc1C (stereo not given)	0	-8%	-6%	-4%	0%	11%	-22%	-21%	-16%
COCc1ccc(C(=O)N2CCCC(Nc3ccc4c(c3)OCCO4)C2)o1 (stereo not given)	-3	-13%	8%	?	16%	0%	-28%	-21%	-20%
CC(CC(=O)O)CC(=O)Nc1ccc(Br)cc1 (stereo not given)	4	-10%	-5%	nt	12%	1%	4%	-18%	-9%
CCCCCOc1ccc(C(=O)OCC(=O)Nc2cc(C)c(C)cc2[N+](=O)[O-])cc1	2	-3%	4%	-23%[59 µM]	7%	-13%	-32%	-3%	-29%
C#CCOc1ccccc1C(N)=O	3	-2%	-2%	nt	-2%	20%	1%	-11%	-6%
CN(c1ccccc1C(=O)NC1CCCCC1)S(=O)(=O)c1ccccc1	4	-5%	i	11%	1%	18%	-17%	-16%	-9%
Fc1ccc(NC(=S)Nc2ccccc2OC(F)F)cc1Cl	-2	-8%	-4%	4%[59 µM]	13%	9%	3%	-24%	-3%
CSCCC(NC(=O)c1cc(C)oc1C)C(=O)O (stereo not given)	3	1%	13%	32µM*	nt	36%	3%	-8%	6%
COc1ccc(OC)c(NC(=O)CN2C(=O)CC(c3ccco3)Sc3ccccc32)c1 (stereo not given)	-7	23%	-3%	?	-9%	3%	?	-21%	?
COc1ccc(N2C(=O)CCC(C(=O)NCCN3CCOCC3)C2c2ccc(OC)c(OC)c2)cc1 (stereo not given)	4	-3%	0%	-33%[12.7 µM]	-4%	52%[activator]	-1%	-10%	6%[11.4 µM]
O=C(O)c1ccc(-c2ccc(/C=c3/sc4nc5ccccc5n4c3=O)o2)cc1Cl	-3	?	10µM*	5µM*	10µM*	18µM*	40µM*	1.6µM*	20µM*
CCC(C)N1C(=O)CCC1C(=O)NCc1ccc2c(c1)OCO2 (stereo not given)	-3	3%	0%	23%	-2%	36%	-2%	-5%	0%
COc1cccc(CNc2ncc(Br)cc2Br)c1O	5	?	-6%	-7%[2.33 µM]	21%	36%	-8%	-10%	-9%
CCCC(=O)Nc1cccc(NC(=O)c2ccc([N+](=O)[O-])cc2Cl)c1	-1	-2%	-2%	-19%	0%	16%	10%	-18%	-10%
CCn1cc(C(=O)NC2CCCCC2)c(=O)c2ccc(C)nc21	-1	-3%	i	-2%[59 µM]	-8%	24%	10%	-3%	13%
CCOC(=O)c1ccsc1NC(=O)c1ccco1	4	-3%	-6%	nt	-5%	39%[activator]	8%	-18%	4%
COc1cc(C(=S)N2CCC(C(N)=O)CC2)ccc1O	0	?	2%	?	26%	-17%	6%	-9%	-3%[11.4 µM]
COc1ccc(CC(=O)Nc2ccc(S(=O)(=O)NC(C)C)cc2)cc1	-1	3%	i	-3%[59 µM]	2%	11%	4%	-10%	-13%
CCCCOc1ccc(NC(=O)CSc2nnnn2C)cc1	5	-1%	nt	1%[59 µM]	6%	28%	6%	-1%	6%
COC(=O)C1=C(C)OC(N)=C(C#N)C1c1ccc(OC)c(OC)c1OC (stereo not given)	4	-3%	-9%	-1%[12.7 µM]	18%	25%	6%	4%	5%[57.1 µM]
COc1ccccc1C=NNC(=O)NN=Cc1ccccc1OC	0	2%	-6%	nt	-2%	23%	nt	?	-30%

These rows are one share of the data; rates above refer to the full screens.
